Compound activity as filed in PubChem BioAssay.
HT1080 cytotoxicity: HT1080 cell viability loss – fluorescence readout (AID 620); HT1080 viability, fluorescence; higher % means a stronger effect; cytotoxicity, % at 10 µM; hits with a dose series show EC50 in µM; hit rate 0.42% among 87,000;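 also: cells exposed to compound overnight then 4 h with Alamar Blue; 0% = vehicle DMSO and 100% = killing control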
PMK inhibit: S. pneumoniae PMK inhibition; purified PMK, PK/LDH-coupled NADH absorbance 340 nm; inhibition, % at 10 µM; hit rate 0.49% among 65,000;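 active = top-ranked compounds by inhibition in the single 10 µM screen, taking a fixed number of the strongest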;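 also: 0% = full reaction with DMSO carrier and 100% = background rate without enzyme reaction; no value below 0 was filed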
HPDE-C7 cytotoxicity: cytotoxicity in HPDE-C7 cells, cell-based, fluorescence, HTS (AID 430). cytotoxicity, % at 10 µM, or EC50 in µM where a hit was titrated. hit rate 1.8% among 63,000. HPDE-C7 pancreatic duct cells viability, fluorescence; higher % means a stronger effect;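 also: cells exposed to compound for 48 hours before viability readout; 0% = vehicle and 100% = reference cytotoxic drug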
Bfl-1 displacement: Bfl-1 inhibitors, primary screen, biochemical, fluorescence polarization, FITC-Bid, mouse (AID 432); FITC-Bid BH3 peptide fluorescence polarization displacement; higher % means a stronger effect; hit rate 0.02% among 64,000; one-dose displacement, % at 20 µM; IC50 in µM for titrated hits; in the data active = a potency from the dose series; inactive = the rest, 99 in 100 with displacement below about 15%; also: strong numbers were not always called active
LYP inhibition: inhibition of human PTPN22 tyrosine phosphatase – biochemical, DiFMUP fluorescence, recombinant catalytic domain, 10 µM, primary screen (AID 606); one-dose inhibition, % at 10 µM; IC50 in µM for titrated hits; 52,000 tested, under 10 active; recombinant LYP catalytic domain, DiFMUP fluorescence; higher % means a stronger effect;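 active = IC50 under 40 µM in the dose-response test; inactive = IC50 of 40 µM or more, or never dose-tested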
Alkaline phosphatase: human TNAP enzyme inhibitors, biochemical, luminescent (AID 518) | purified TNAP enzyme, luminescent substrate readout; higher % means a stronger effect | one-dose inhibition, % at 20 µM; IC50 in µM for titrated hits | hit rate 0.09% among 64,000; in the data active = a potency from the dose series; inactive = the rest, 99 in 100 with inhibition below about 22%;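 also: plate controls were vehicle for no effect and reference inhibitor for full effect; many of its hits are not listed in these tables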
KRASV12 cytotoxicity: viability loss of HPDE-C7K cells – cell-based, fluorescence, HTS, primary screen (AID 431) | HPDE-C7K KRASV12 cells, Alamar Blue viability, 48 h; higher % means a stronger effect | cytotoxicity, % at 10 µM; hits with a dose series show EC50 in µM | hit rate 1.7% among 63,000;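 active = compounds whose percent cytotoxicity in the single-dose primary screen, scaled between solvent and toxic-drug controls, exceeds 50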;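 also: 0% = DMSO solvent wells and 100% = doxorubicin-treated wells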
Spn MK inh: S. pneumoniae mevalonate kinase inhibition. purified MK, PK/LDH-coupled NADH absorbance 340 nm. inhibition, % at 10 µM. hit rate 0.48% among 65,000. AID 555;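 active = ranked among the strongest by inhibition in the single 10 µM screen, a fixed top-ranked set picked for dose follow-up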; also: no value below 0 was filed
DPM-DC inhibit: inhibitors of Streptococcus pneumoniae diphosphomevalonate decarboxylase. purified DPM-DC, PK/LDH coupled NADH fluorescence. calls only at 10 µM. hit rate 0.49% among 65,000. AID 556;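 active = the 320 compounds with the highest percent inhibition in the single-dose primary screen, excluding strongly autofluorescent ones, cut at about 32% in these data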;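 also: kinetic rate of NADH fluorescence loss reporting ADP formed by the decarboxylase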
PMK inhibit pilot replicates: recorded beside PMK inhibit, whose call it bears; inhibition, %; measured here: pilot screen replicates
Spn MK inh pilot replicates: recorded beside Spn MK inh, whose call it bears; inhibition, %; measured here: pilot screen replicates
DPM-DC inhibit pilot screen %: further read-out of DPM-DC inhibit, marked with its call; inhibition, %; measured here: pilot screen trials
The depositor's hits bear a star; i = inactive; / = no result given. Rule as the data show it, unless noted: active = cytotoxicity above about 50%; inactive = the rest. Rows are unselected (roughly 3.5% active in at least one column).

SMILES	HT1080 cytotoxicity	PMK inhibit	HPDE-C7 cytotoxicity	Bfl-1 displacement	LYP inhibition	Alkaline phosphatase	KRASV12 cytotoxicity	Spn MK inh	DPM-DC inhibit	others
CCc1nc2ccccc2n(CCOCCOCCn2c(=O)c(CC)nc3ccccc32)c1=O	4.8%	4.0	0.1%	-2.9%	5.0%	11.3%	-2.0%	6.0	i
Cc1nc2ccccc2nc1OCC(=O)N1CCN(c2ccccc2)CC1	3.7%	16.0	1.4%	-0.4%	6.4%	4.4%	-10.7%	1.0	i
CCC(NC(=O)Nc1ncccc1C)(C(F)(F)F)C(F)(F)F	0.8%	0.0	-6.7%	-6.1%	-14.6%	13.5%	-24.9%	0.0	i
Cc1ccc(N2C(=O)CSC2c2cccs2)cc1 (configuration not stated)	-6.3%	6.0	-4.1%	-1.9%	-1.9%	8.7%	2.2%	12.0	i
CCCCn1c(NC(=O)c2ccccc2Cl)c(C#N)c2nc3ccccc3nc21	-23.8%	0.0	61.7%*	0.9%	8.1%	-0.1%	35.8%	9.0	/
Cc1csc(NC(=O)c2cccc(S(=O)(=O)N3CCCCC3)c2)n1	-5.0%	0.0	-14.6%	-7.6%	5.5%	11.3%	-5.2%	10.0	i	PMK inhibit pilot replicates=0.0;Spn MK inh pilot replicates=0.0;DPM-DC inhibit pilot screen %=0.5
Cc1cc2ccccc2n1CCNC(=O)c1ccc(S(=O)(=O)N2CCOCC2)cc1	-11.1%	6.0	-3.1%	3.5%	-2.7%	3.5%	-3.8%	10.0	i	PMK inhibit pilot replicates=0.0;Spn MK inh pilot replicates=2.0;DPM-DC inhibit pilot screen %=0.0
Cc1ccc(SCCC(=O)N2CCC(C(N)=O)CC2)cc1	-2.6%	19.0	-3.0%	1.1%	12.2%	6.7%	-0.8%	0.0	i
Cc1nnc2n(Cc3ccccc3)c(=O)c3c4c(sc3n12)CN(Cc1ccccc1)CC4	16.7%	0.0	11.3%	-4.3%	-1.9%	15.3%	1.6%	4.0	i
CC(=O)N(CC1CCCO1)C1(C(=O)NC2CCCC2)CCCCC1 (configuration not stated)	/	0.0	-20.2%	-6.2%	-3.8%	4.4%	-1.7%	1.0	i
CCOC(=O)CSc1nc2cc(C(=O)NCC3CCCO3)ccc2c(=O)n1Cc1ccco1 (configuration not stated)	0.2%	13.0	-16.4%	2.6%	-11.9%	-0.7%	-15.5%	7.0	i
Cc1cc(C)c2cc(CN(CCO)C(=O)Nc3ccc(Cl)cc3)c(=O)[nH]c2c1	-0.6%	9.0	-0.6%	-3.6%	12.5%	4.2%	-3.1%	12.0	i
CCOC(=O)CSc1nnc(CNC(=O)c2cc(OC)c(OC)c(OC)c2)n1C	-0.3%	17.0	-8.6%	-0.8%	-15.3%	12.6%	-3.4%	0.0	i
O=C(CN1CCOCC1)Nc1c2c(nc3c1CCC3)CCC2	-0.8%	7.0	-11.3%	1.3%	17.0%	14.0%	-7.6%	2.0	i
O=C(NCC(c1cccnc1)N1CCN(c2ccc(F)cc2)CC1)c1ccc(F)cc1 (configuration not stated)	-0.6%	15.0	6.2%	-5.1%	8.0%	9.9%	-3.4%	7.0	i	PMK inhibit pilot replicates=2.0;Spn MK inh pilot replicates=0.0;DPM-DC inhibit pilot screen %=0.0
COC(=O)c1cc(-c2c(C)oc3cc(O)ccc3c2=O)c(C)o1	-1.7%	19.0	-6.4%	-0.4%	9.5%	8.3%	-12.8%	16.0	/	PMK inhibit pilot replicates=5.0;Spn MK inh pilot replicates=0.0
O=C(COc1ccccc1)Nc1ccc(S(=O)(=O)NCc2ccco2)cc1	-2.5%	13.0	-10.5%	-6.4%	/	10.2%	-9.9%	15.0	i
N#C/C(=C1/CCCCCN1)c1nnc2n1CCCCC2	0.2%	8.0	-7.5%	-5.1%	18.5%	10.0%	-12.0%	3.0	i
CCC(C)[C@H](NC(=O)Nc1cccc(OC)c1)C(=O)OC (some centres not stated)	-20.3%	8.0	3.9%	-11.2%	3.2%	10.8%	-11.5%	8.0	i
O=C(Nc1ccccc1N1CCN(c2ccccc2)CC1)c1cccc(F)c1	-9.0%	7.0	-3.7%	-1.9%	/	22.3%	4.8%	3.0	i
Cc1cc(C)n2cc(CSC3=NCCS3)nc2n1	0.9%	2.0	-4.4%	-3.6%	6.4%	7.0%	-7.1%	0.0	/
CCC(=O)N1CCN(C(=O)CC)C1c1ccccc1	-1.4%	17.0	-0.2%	-1.5%	7.3%	17.3%	12.4%	0.0	i
Cc1ccc(Nc2nc(N)nc(CN3CCN(c4ccccc4F)CC3)n2)cc1	-1.0%	3.0	26.3%	-11.7%	12.4%	4.7%	30.2%	4.0	i
O=c1/c(=C/c2ccco2)sc2nc(-c3ccccc3Br)nn12	-13.4%	15.0	12.5%	11.6%	13.4%	/	24.5%	11.0	i	PMK inhibit pilot replicates=0.0;Spn MK inh pilot replicates=0.0;DPM-DC inhibit pilot screen %=1.0
Cn1c(=O)c2c(ncn2CC(O)CNc2ccc(Br)cc2)n(C)c1=O (configuration not stated)	0.5%	9.0	/	2.9%	-2.8%	17.3%	/	8.0	i
New compounds follow
SMILES	HT1080 cytotoxicity	PMK inhibit	HPDE-C7 cytotoxicity	Bfl-1 displacement	LYP inhibition	Alkaline phosphatase	KRASV12 cytotoxicity	Spn MK inh	DPM-DC inhibit	others
Cc1ccc(S(=O)(=O)NCC(=O)N(CC(=O)NCc2ccccc2)CC2CCCO2)cc1 (configuration not stated)	-3.9%	5.0	-7.6%	3.5%	-6.4%	0.8%	2.3%	0.0	i	PMK inhibit pilot replicates=2.5;Spn MK inh pilot replicates=2.0;DPM-DC inhibit pilot screen %=0.0
CCc1ccccc1N(CC)C(=O)c1cn(CC)c(=O)c2cc(OC)c(OC)cc12	16.0%	9.0	0.9%	-7.5%	2.1%	5.7%	-3.7%	0.0	i
O=C(NCc1ccc2c(c1)OCO2)c1cccs1	-7.0%	6.0	-5.1%	5.4%	4.2%	10.8%	-5.3%	13.0	i
CCOc1ccc(CCNC(=O)C2CCCN(S(=O)(=O)c3c(C)n[nH]c3C)C2)cc1OCC (configuration not stated)	6.2%	20.0	-18.6%	-5.9%	/	7.3%	-8.9%	3.0	i
O=C(CCCc1cccs1)Nc1nc2c(s1)CCCC2	-0.6%	18.0	8.3%	-1.7%	1.5%	20.2%	16.8%	0.0	i	PMK inhibit pilot replicates=6.0;Spn MK inh pilot replicates=0.0;DPM-DC inhibit pilot screen %=6.0
COc1ccc(C2C(C(=O)Nc3ccccc3)=C(C)Nc3nc(CCCO)nn32)cc1 (configuration not stated)	-1.2%	16.0	-2.8%	1.2%	-7.3%	0.5%	11.7%	1.0	i
Cc1ccc(-c2nnc3c4ccccc4c(C)nn23)cc1NC(=O)c1ccco1	3.6%	0.0	8.5%	11.2%	1.6%	7.8%	4.8%	0.0	i	PMK inhibit pilot replicates=0.0;Spn MK inh pilot replicates=0.0;DPM-DC inhibit pilot screen %=2.0
CN1CCN(C(=O)c2ccccc2NC(=O)c2cccs2)CC1	3.1%	0.0	-7.5%	2.7%	6.2%	11.5%	-25.3%	0.0	i
S=c1nc(-c2ccccc2)n(CCN2CCOCC2)c2c1CCCC2	8.6%	0.0	-2.1%	-8.0%	10.4%	-0.2%	7.3%	7.0	i
CCOC(=O)c1ccc(Nc2nc(C)cc(C)c2C#N)cc1	-6.0%	0.0	-0.5%	-2.3%	0.6%	3.1%	3.4%	0.0	i
O=C(O)C1CC=CCC1C(=O)Nc1cccc(C(=O)N2CCCCC2)c1 (configuration not stated)	1.9%	0.0	-3.9%	-4.1%	-0.6%	16.9%	-0.6%	8.0	i	PMK inhibit pilot replicates=1.0;Spn MK inh pilot replicates=0.0;DPM-DC inhibit pilot screen %=3.0
O=C(O)c1oc2ccc(Br)cc2c1-n1cccc1	-1.3%	8.0	57.8%*	0.6%	/	7.4%	44.7%	4.0	i
O=S(=O)(Nc1ccc(S(=O)(=O)N2CCCCC2)cc1)c1ccc(Br)s1	-1.3%	8.0	8.7%	-6.1%	-9.6%	-3.2%	16.3%	5.0	i
NC(CC(=O)OC1CCCCC1)C(=O)OC1CCCCC1 (configuration not stated)	-3.6%	3.0	6.6%	-0.8%	-6.5%	10.2%	6.4%	9.0	i
CCSc1nc2ccccc2n1CC(=O)OC	6.0%	1.0	1.0%	5.2%	-10.2%	1.1%	3.9%	4.0	i
O=S(=O)(c1ccc(Nc2ccc3c(c2)OCO3)nc1)N1CCOCC1	2.6%	16.0	-1.3%	3.5%	/	3.1%	-0.1%	3.0	i
c1ccc(OCCCn2nnc(-c3ccc(N4CCOCC4)cc3)n2)cc1	-4.2%	6.0	-5.7%	-11.0%	/	4.7%	1.3%	0.0	i
O=C(NC1=NCCS1)C1CC2CCC1C2 (configuration not stated)	-7.5%	0.0	-18.9%	2.7%	/	8.9%	-17.3%	7.0	i

In the list so far, these contain an NH in an aromatic ring.
SMILES	HT1080 cytotoxicity	PMK inhibit	HPDE-C7 cytotoxicity	Bfl-1 displacement	LYP inhibition	Alkaline phosphatase	KRASV12 cytotoxicity	Spn MK inh	DPM-DC inhibit	others
Cc1cc(C)c2cc(CN(CCO)C(=O)Nc3ccc(Cl)cc3)c(=O)[nH]c2c1	-0.6%	9.0	-0.6%	-3.6%	12.5%	4.2%	-3.1%	12.0	i
CCOc1ccc(CCNC(=O)C2CCCN(S(=O)(=O)c3c(C)n[nH]c3C)C2)cc1OCC (configuration not stated)	6.2%	20.0	-18.6%	-5.9%	/	7.3%	-8.9%	3.0	i

Gathered by group, the entries above with a furan ring, fused or not.
SMILES	HT1080 cytotoxicity	PMK inhibit	HPDE-C7 cytotoxicity	Bfl-1 displacement	LYP inhibition	Alkaline phosphatase	KRASV12 cytotoxicity	Spn MK inh	DPM-DC inhibit	others
CCOC(=O)CSc1nc2cc(C(=O)NCC3CCCO3)ccc2c(=O)n1Cc1ccco1 (configuration not stated)	0.2%	13.0	-16.4%	2.6%	-11.9%	-0.7%	-15.5%	7.0	i
COC(=O)c1cc(-c2c(C)oc3cc(O)ccc3c2=O)c(C)o1	-1.7%	19.0	-6.4%	-0.4%	9.5%	8.3%	-12.8%	16.0	/	PMK inhibit pilot replicates=5.0;Spn MK inh pilot replicates=0.0
O=C(COc1ccccc1)Nc1ccc(S(=O)(=O)NCc2ccco2)cc1	-2.5%	13.0	-10.5%	-6.4%	/	10.2%	-9.9%	15.0	i
O=c1/c(=C/c2ccco2)sc2nc(-c3ccccc3Br)nn12	-13.4%	15.0	12.5%	11.6%	13.4%	/	24.5%	11.0	i	PMK inhibit pilot replicates=0.0;Spn MK inh pilot replicates=0.0;DPM-DC inhibit pilot screen %=1.0
Cc1ccc(-c2nnc3c4ccccc4c(C)nn23)cc1NC(=O)c1ccco1	3.6%	0.0	8.5%	11.2%	1.6%	7.8%	4.8%	0.0	i	PMK inhibit pilot replicates=0.0;Spn MK inh pilot replicates=0.0;DPM-DC inhibit pilot screen %=2.0
O=C(O)c1oc2ccc(Br)cc2c1-n1cccc1	-1.3%	8.0	57.8%*	0.6%	/	7.4%	44.7%	4.0	i
